Screening data as filed in PubChem.
Dynein cargo inh = dynein cargo transport inhibition. 3617.4 mouse cells, GR-EGFP nuclear translocation imaging; test concentration mostly 20 µM; stimulated with dexamethasone, 1 µM; active compounds read low. z-score, hits read low. 0.47% of 220,000 active. AID 1381;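 active = plate z-score of nuclear minus cytoplasmic receptor signal below a set negative limit, without overly bright fluorescence or cell loss, cut at about -3.5 in these data, passing the limit was not always enough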;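 also: z-score of nuclear minus cytoplasmic ring GR-EGFP intensity difference per well; some compounds called inactive have numbers as strong as hits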
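Buffer or medium: tet-free, stripped-serum medium; Also added: dexamethasone, 1.0 µM final; Technique: high-content fluorescence imaging after fixation; Times: 48 h induction, 1 h compound, 30 min dex at 37 °C; Read-out: per-cell GR-EGFP intensity, nucleus versus surrounding cytoplasmic ring, well-averaged.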
Autophagy HCS = autophagy modulation, high-content screen. MEF GFP-LC3 puncta imaging; test concentration mostly 10 µM. 0.98% of 190,000 active. calls only at 10 µM (by protocol). AID 463193;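 active = percentage of spot-positive cells more than 3 SD above its plate mean, without a fluorescence outlier flag or 80% toxicity; inconclusive = no clear call, values can overlap the other calls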;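 also: spot-positive cell cutoff set from DMSO-treated cells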
XIAP displacement = small molecules displacing peptide from XIAP – biochemical, IAP family, fluorescence polarization (AID 1018); XIAP BIR domain, fluorescence polarization peptide displacement; higher % means a stronger effect; one-dose displacement, % at 20 µM; IC50 in µM for titrated hits; 0.007% of 200,000 active; in the data active = displacement above about 50%; also: a part of the inactive calls stands beside numbers as strong as those of hits
CSM14.1 death rescue = rescue of cells from ER stress-induced death, primary screen, 384-well, CSM14.1, thapsigargin, ATP luminescence (AID 1222) | one-dose cellular ATP content (survival), % at 20 µM; EC50 in µM for titrated hits | CSM14.1 thapsigargin-induced death rescue, ATP luminescence; higher % means a stronger effect | 190,000 tested, under 10 active;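 active = EC50 below 50 µM in the dose-response confirmation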;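 also: death triggered by thapsigargin at about 15 µM added after 2 h compound pretreatment; cell ATP read after overnight thapsigargin exposure of roughly 18 to 22 hours; normalized against plate controls of thapsigargin alone and 5% DMSO vehicle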
b-catenin transl = modulators of beta-catenin nuclear translocation; HeLa beta-catenin nuclear translocation, immunofluorescence imaging; 0.3% of 190,000 active; AID 1665; nuclear translocation activity, % at 5 µM;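 active = nuclear translocation activity above 50% at 5 µM, with a well cell count of 50 or more; inconclusive = wells under 50 cells across six images, flagged as toxic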;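 also: per-cell ratio of nuclear to cytoplasmic median beta-catenin stain intensity; plate controls were DMSO negative control for no effect and GSK-3 inhibitor IX positive control for full effect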
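Test system: human HeLa cells, native beta-catenin. Compound dosing: 5 µM primary single dose, 0.1% DMSO, 0.02–20 µM confirmation series. Incubation: compound exposure 24 h at 37°C. Detection: beta-catenin immunostaining with DAPI counterstain, 20x imaging, 6 fields/well. Read-out basis: Nuclear/cytoplasmic beta-catenin signal ratio, % activation.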
WT yeast gro inh = growth inhibition of WT yeast, mitochondrial fusion screen; inhibition, % at 10 µM; 2.1% of 190,000 active; AID 1362; mitochondrial fusion phenotypic screen, WT strain; in the data active = inhibition above about 58%; tested in S. cerevisiae
Lipid droplet = hepatic lipid droplet formation modulation. AML12 mouse hepatocytes, oleate lipid droplets, BODIPY imaging. inhibition, % at 6.5 µM. 0.4% of 240,000 active. AID 1656;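 active = lipid droplet intensity inhibited by at least 50%, with more than 500 cells counted; inconclusive = wells with under 300 cells, treated as cytotoxic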
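Assay system: AML12 mouse liver cells | Compound: 6.5 µM single-point dosing | Schedule: Overnight exposure | Technique: Fluorescence imaging, 20x objective, two fields per well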
Insulin prom up = MIN6 insulin promoter up-regulation; MIN6 insulin promoter-GFP reporter, high-content imaging; active compounds read high; z-score at 5 µM; 0.3% of 190,000 active; AID 1625;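 active = z-score above 3 at 5 µM with at least 500 cells counted in the well; inconclusive = wells under 500 cells, flagged as cytotoxic or low count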
MT stabilizer = stabilizes microtubules in HeLa cells | HeLa tubulin immunostaining HCS, 24 h; share of cells brighter than vehicle mean+2SD | % tubulin-high responders, % at 10 µM | 0.83% of 200,000 active | AID 2205;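 active = plate Z-score above 3 for both tubulin-high and condensed-nucleus cell shares, with cell loss under 80%, at 10 µM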;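 also: anti alpha tubulin signal scored within the nucleus-defined area of each cell; some results filed as inactive read as strong as hits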
WT yeast gro inh mutant strain = second read-out of WT yeast gro inh, no call of its own (marks repeat the call); inhibition, %; mitochondrial fusion phenotypic screen, mutant strain inhibition
Dynein cargo inh cytoplasmic EGFP = second read-out of Dynein cargo inh, no call of its own (marks repeat the call); z-score; measured here: cytoplasmic GR-EGFP intensity; active compounds read high
Dynein cargo inh nuclear GR-EGFP = second read-out of Dynein cargo inh, no call of its own (marks repeat the call); z-score; measured here: nuclear GR-EGFP intensity;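 lower value marks the stronger effect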
Dynein cargo inh cell count = recorded beside Dynein cargo inh, whose call it bears; z-score; measured here: cell count per field
Insulin prom up cell count = further read-out of Insulin prom up, marked with its call; cell count; measured here: cytotoxicity, nuclei count;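 total cells summed across four imaged fields per well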
Lipid droplet cells 6.5 µM = further read-out of Lipid droplet, marked with its call; cell count; measured here: cell count, cytotoxicity flag;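 cells counted across two imaged fields per well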
b-catenin transl cell count 5 µM = also measured in b-catenin transl; calls as there; cell count; measured here: cell count, cytotoxicity flag
MT stabilizer Hoechst-high % = second read-out of MT stabilizer, no call of its own (marks repeat the call); % Hoechst-high responders; measured here: nuclear condensation Hoechst responders;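 share of cells brighter than vehicle mean plus two SD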
MT stabilizer cytotoxicity % = recorded beside MT stabilizer, whose call it bears; toxicity, %; measured here: cytotoxicity by cell density;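 0% = mean cell density of plate MIN control wells and 100% = no cells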
Autophagy HCS cell loss 18 h = recorded beside Autophagy HCS, whose call it bears; toxicity, %; measured here: cell loss, nuclei count;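 cell loss after 18 h compound exposure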
* = called active by the depositor; i = inactive; ? = inconclusive; nt = not tested or not shown.

SMILES	Dynein cargo inh	Dynein cargo inh cytoplasmic EGFP	Dynein cargo inh nuclear GR-EGFP	Dynein cargo inh cell count	Autophagy HCS	Autophagy HCS cell loss 18 h	XIAP displacement	CSM14.1 death rescue	b-catenin transl	b-catenin transl cell count 5 µM	WT yeast gro inh	WT yeast gro inh mutant strain	Lipid droplet	Lipid droplet cells 6.5 µM	Insulin prom up	Insulin prom up cell count	MT stabilizer	MT stabilizer Hoechst-high %	MT stabilizer cytotoxicity %
O=C(NNC(=O)c1sccc1-n1cccc1)c1ccccc1	-0.042	-0.2	-0.37	-0.28	i	4	-5.0%	-2.0%	-0.9	981	8	11	-19	512	0.13	1738	1.5	1.8	6.4
CCn1cc([N+](=O)[O-])c(C(=O)Nc2ccc(Br)cn2)n1	0.55	-0.16	0.63	0.11	i	8	-9.1%	-1.7%	0.4	1496	23	-1	nt	nt	-0.13	1537	3.2	2.0	2.9
COC(=O)c1[nH]c(C)c(/C(O)=C2\C(=O)C(=O)N(CCN(C)C)C2c2ccccc2OC)c1C (stereo not drawn)	0.011	-0.22	0.6	-0.32	i	7	-3.0%	-0.5%	-1.5	1088	6	15	10	665	?	nt	3.5	1.8	7.4
COc1ccc(C(=O)N2CCN(C(C)=O)CC2)cc1S(=O)(=O)NCc1ccc(Cl)cc1	-0.42	-0.31	-0.1	0.33	i	11	-3.6%	-2.6%	-7.1	1221	13	-1	-1	704	0	1026	5.1	2.6	4.3
CCc1ccccc1NC(=O)C1CCCN(S(=O)(=O)c2c(C)noc2C)C1 (stereo not drawn)	-0.71	-0.19	-0.092	-0.0029	i	-7	-8.5%	-0.8%	-1.9	902	-19	-29	nt	nt	0.03	1293	1.3	2.4	12
Cc1ccc(CSCCNC(=O)c2cccc([N+](=O)[O-])c2)cc1	0.53	-0.27	0.36	0.13	i	11	-4.7%	-1.7%	-4.5	506	3	-9	-10	647	0.16	1268	2.3	2.5	13
CNC(=S)NNC(=O)Cc1ccc(OC)c(OC)c1	0.39	-0.22	0.52	0.66	i	-22	-8.5%	0.2%	0.9	1390	-16	-12	nt	nt	0.33	1545	4.1	1.7	4.5
Cc1cccc(-n2nnnc2SCC(=O)c2cc(C)n(CC3CCCO3)c2C)c1 (stereo not drawn)	-1.2	-0.13	-0.3	0.73	i	-8	-2.0%	3.5%	-1.4	1018	23	14	nt	nt	-0.58	1195	3.3	2.6	9.6
CCOC(=O)c1nc(NCc2ccccc2)c2ccccc2n1	-0.17	-0.26	-0.057	0.56	i	20	-4.8%	0.3%	1.2	1128	-11	0	8	707	-0.01	1160	2.7	3.2	2.8
O=C(O)CCCC(=O)Nc1ccccc1C(=O)N1CCOCC1	2.9	-0.12	2.1	-1.7	i	-29	-6.3%	-13%	-1.0	1141	6	11	26	737	-0.6	1334	2.9	1.3	7.3
COc1ccccc1/C=N/n1c(N)c(S(=O)(=O)c2cccs2)c2nc3ccccc3nc21	-1	-0.26	0.032	0.064	i	-4	-6.5%	0.9%	6.7	1133	4	-2	9	787	-3.6	1120	1.5	0.9	6.1
O=C(Nc1ccc(C(=O)O)cc1)/C(=C\c1ccco1)NC(=O)c1ccccc1	-0.29	0.77	0.19	0.19	i	13	-6.0%	2.6%	0.4	1566	0	8	-1	546	0.05	1489	1.6	1.3	9.4
COc1ccc(-c2nc3ncccn3c2Nc2ccccc2)cc1	i	nt	nt	-5.1	i	0	-10%	-0.3%	0.4	1065	-10	7	-8	679	0.65	978	1.6	2.7	2.0
CCc1ccc(CN2C(=O)c3ccccc3C2C(=O)NCC2CCCO2)cc1 (stereo not drawn)	0.55	-0.27	0.081	-1.3	i	29	-7.0%	3.8%	0.2	1085	-10	3	3	716	0.12	1209	3.0	2.9	5.8
O=C(N/N=C/c1cccnc1)c1cc(-c2ccccc2OCc2ccccc2)n[nH]1	2.6	-0.23	1.2	-0.73	nt	nt	nt	nt	6.0	857	nt	nt	-6	726	-0.24	1268	nt	nt	nt
Cc1onc(-c2c(F)cccc2Cl)c1C(=O)N1CCc2ccccc2C1	-0.49	0.28	-0.073	0.57	i	19	-8.4%	-1.6%	-4.2	847	14	-8	nt	nt	0.08	1162	1.4	2.3	17
O=C(NCCCN1CCOCC1)c1cc(Cl)ccc1[N+](=O)[O-]	-0.24	-0.21	-0.088	0.41	i	11	-4.2%	8.4%	-3.9	500	-12	-7	15	660	-0.11	1359	1.6	2.0	0.4
COc1cccc(OCCCOc2ccccc2C(C)C)c1	0.36	-0.21	0.91	-0.3	i	11	-9.9%	-0.5%	2.7	1333	19	6	nt	nt	0.18	1497	2.5	1.5	6.7
CCN(C(=O)CN(C)Cc1c(F)cccc1Cl)c1c(N)n(Cc2ccccc2)c(=O)[nH]c1=O	-0.52	-0.21	-0.43	0.47	i	-8	-7.8%	-3.1%	2.1	1061	-27	-5	19	581	-0.82	1428	4.0	3.1	8.0
Cn1/c(=N/N=C/c2ccc([N+](=O)[O-])cc2)sc2ccccc21	-1.4	1.7	-0.61	-0.11	i	17	52%	4.4%	nt	nt	-2	-22	nt	nt	nt	nt	7.4	1.4	4.2
CC(=O)c1c(N2CCOCC2)[nH]c(-c2ccccc2)nc1=S	2.3	-0.3	0.84	-1.1	i	6	-7.0%	-2.9%	nt	nt	8	-18	12	718	nt	nt	4.0	4.7	13
COc1ccc(CCn2c(O)c(C=Nc3cccc(F)c3)c(=O)[nH]c2=O)cc1OC	-0.73	-0.22	0.019	-0.11	nt	nt	nt	nt	0.2	1320	nt	nt	6	669	0.42	1042	nt	nt	nt
CCCCCc1ccc(-c2nnc(N)s2)cc1	-1.3	-0.18	-0.72	-0.083	i	-11	-0.6%	-1.2%	1.6	968	15	17	-9	705	-0.13	1444	1.2	1.7	6.5
CC(C)(C)c1nnc(N/N=C/c2ccc(O)cc2)n(N)c1=O	-0.11	-0.31	-0.39	0.32	i	4	-4.4%	0.7%	-3.7	530	5	-4	9	720	0.39	1329	2.6	2.2	6.7
CCCCC1CCC(c2ccc(C(N)=O)cc2)CC1 (stereo not drawn)	-0.022	-0.051	0.23	-0.15	i	-3	-3.8%	-2.4%	-2.2	1125	11	14	-11	624	0.52	1503	3.1	1.7	9.6
COc1ccc(C(C(=O)NC(C)C)N(C(=O)CCC(=O)Nc2nccs2)c2ccccc2F)cc1 (stereo not drawn)	-0.41	-0.34	0.11	0.85	i	11	-6.4%	2.0%	-2.7	1032	-4	-3	-6	725	-0.01	1724	1.9	1.4	7.9
CC(C)COC(=O)n1c(SCC(=O)N(C)C)nc2ccccc21	-0.046	-0.16	-0.21	0.64	i	-1	3.5%	-0.6%	-1.7	1124	52	16	nt	nt	-0.2	1134	1.6	2.0	8.1
CCOc1cc(CNCCN(C)C)c(Cl)cc1OCC(=O)NCCc1ccccc1	2	-0.18	1.4	-1.1	i	-4	-1.6%	-2.5%	-6.7	1255	-5	-3	22	792	nt	nt	1.4	1.8	8.1
COc1ccc(C(=O)N2CC3(CC(c4cccc(NC(=O)CC(c5ccccc5)c5ccccc5)c4)=NO3)C[C@H]2C(N)=O)cc1 (stereo partly drawn)	0.27	-0.75	0.25	-0.61	nt	nt	nt	nt	2.2	1147	nt	nt	-3	769	0.16	937	nt	nt	nt
COC(=O)CN(c1nc(C)c(Br)c(OC)n1)S(=O)(=O)c1ccc(C)cc1	0.088	-0.27	0.4	0.44	i	8	1.8%	-1.7%	0.3	1002	37	7	-17	744	-1.3	1260	3.2	2.5	8.5
N#C/C(=C\c1cn(CC(=O)N2CCCCC2)c2ccccc12)C(=O)NCc1ccc2c(c1)OCO2	-0.45	-0.054	-0.45	0.6	i	6	-1.6%	-1.2%	2.6	1149	2	-24	-4	616	-0.33	1291	2.4	3.0	0.0
CCN(CC)c1ccc(/C=c2\sc3nnc(-c4ccccc4Cl)n3c2=O)cc1	-0.31	6.4	0.42	-0.099	i	-2	80%	0.4%	-3.1	1160	16	26	4	810	nt	nt	1.7	1.0	7.6
CCCc1[nH][nH]c(=O)c1C(c1ccc(Br)cc1)C(C#N)C#N (stereo not drawn)	-0.65	-0.2	-0.28	1.3	i	9	-9.8%	-2.1%	-2.3	987	-2	-1	0	681	0.22	1882	3.2	1.5	2.9
Cn1c(N)c(S(=O)(=O)c2ccc(Br)cc2)c2nc3ccccc3nc21	1.9	-0.13	0.92	0.24	i	-14	-3.6%	-1.8%	7.7	799	-12	-13	nt	nt	-0.27	1350	2.8	2.1	4.2
